From PubChem
ATXN viability: Viability Counterscreen for Primary qHTS for Inhibitors of ATXN expression; S2 cells (HEK-293 line with an ATXN2-luciferase reporter) viability, CellTiter-Fluor protease fluorescence, 24 h; Potency, µM (doses to about 56.7 µM), most hits filed as cytotoxic; actives 0.49% (n = 400,000); AID 651635, 2014; note: potency is the fitted concentration of half-maximal effect; nearly all actives have a fitted effect of over 40% in size
ATXN2 expr inh: Primary qHTS for Inhibitors of ATXN expression | HEK-293 ATXN2-luciferase reporter, luminescence, 24 h | Potency, µM (highest dose often 57 µM), without a hit: at the highest dose activity change, negative = inhibition, usual class: inhibitors | actives 0.72% (n = 360,000) | AID 1745845, 2022; note: potency is the fitted concentration of half-maximal effect; % is set by controls: 0 for no effect and ±100 for the full control effect; nearly all actives have a fitted effect of over 55% in size
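ATXN2-luciferase reporter cells (luciferase flanked by upstream and downstream ATXN2 gene portions) were treated 24 h at 37 °C with compounds at up to 57 uM. SteadyGlo luminescence gave expression; GF-AFC fluorescence gave viability.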
TGFb inhibitor: qHTS for Inhibitors of TGF-b; HepG2 CAGA-GFP TGF-b/SMAD3 reporter, GFP fluorescence, 18 h; TGF-beta stimulated, 500 pg/mL final; Potency, µM (titrated, usually from 46.1 µM), without a hit: at the highest dose activity, negative = inhibition, usual class: inhibitors; actives 1.2% (n = 410,000); note: potency is the fitted concentration of half-maximal effect; % is set by controls: 0 for no effect and ±100 for the full control effect; nearly all actives have a fitted effect of over 65% in size
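Read-out: total well GFP (ex488/em500-530) summed from mean per-cell fluorescence. Cells: HEPG2 CAGA-GFP, 1% FBS DMEM, 18 h at 37 degrees C with 500 pg/mL final TGF-beta. Unstimulated wells served as the full-inhibition control; stimulated DMSO wells = 0%.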
HepG2 tox: qHTS for Inhibitors of TGF-b: Cytotox Counterscreen; actives 0.76% (n = 410,000); Potency, µM (titrated, usually from 46.1 µM), without a hit: at the top dose activity change, negative = cytotoxicity, most hits filed as cytotoxic; HepG2 CAGA-GFP viability, ATP luminescence, 18 h; AID 588856, 2011; note: potency is the fitted concentration of half-maximal effect; some results filed as inactive show a strong effect at the top dose
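CellTiter-Glo luminescence gave cytotoxicity after 18 hours at 37 degrees C. The cells were HepG2 CAGA-GFP in 1% FBS DMEM, stimulated with 500 pg/mL TGF-beta after compound addition. %Activity was normalised to no-cell wells (complete cell-killing) and DMSO (no toxicity), and curves were fitted and classified.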
Nrf2 block: Nrf2 qHTS screen for inhibitors; actives 2.1% (n = 360,000); Potency, µM (titrated, usually from 46 µM), for inactives: at the top dose activity change, negative = inhibition, most hits filed as inhibitors; A549 ARE-Fluc reporter, luciferase luminescence, 18-24 h; note: potency is the fitted concentration of half-maximal effect; % is set by controls: 0 for no effect and ±100 for the full control effect; nearly all actives have a fitted effect of over 60% in size
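Cells were seeded and rested 2 h, then exposed to compounds for 18-24 h. CellTiter-Fluor was read first as a viability measure. BugLite was added 15 min before the final luminescent read of ARE-luciferase activity in A549 cells.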
Nrf2 ARE act: qHTS of Nrf2 Activators; AREc32 ARE-luciferase reporter (MCF7-derived line), luminescence, 24 h; Potency, µM (series often up to 46.1 µM), for inactives: at the highest dose activation, usual class: activators; actives 0.31% (n = 410,000); AID 624171, 2012; note: potency is the fitted concentration of half-maximal effect; % of control where 0% means no effect; nearly all actives have a fitted effect of over 65% in size
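ARE-driven firefly luciferase activity in AREc32 cells measured after a 24 hr compound exposure at 37 deg C, using Steady-Glo reagent and a 30 min room-temperature hold.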
A549 tox: Nrf2 qHTS screen for inhibitors: counterscreen for cytotoxicity | AID 504648, 2011 | Potency, µM (titrated, usually from 46 µM), for the others: top-dose activity change, negative = cytotoxicity, usual class: inhibitors | A549 ARE-Fluc cells, CellTiter-Fluor viability, 18-24 h | actives 0.16% (n = 390,000); note: potency is the fitted concentration of half-maximal effect; % is set by controls: 0 for no effect and ±100 for the full control effect
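Cytotoxicity counterscreen: CellTiter-Fluor fluorescence was measured in A549 ARE_Fluc cells after 18-24 h of compound exposure in a concentration series. The subsequent BugLite luminescent read reports ARE-luciferase activity.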
MCF10A rereplic: A quantitative high throughput screen for small molecules that induce DNA re-replication in MCF 10a normal breast cells; actives 2.9% (n = 350,000); MCF 10A DNA re-replication, Hoechst nuclear intensity, 48 h; Potency, µM (doses to about 46.1 µM), inactives show top-dose activity, positive = re-replication, actives largely listed as activators; note: potency is the fitted concentration of half-maximal effect; % of control where 0% means no effect; nearly all actives have a fitted effect of over 50% in size
IL-1B inflam inh: qHTS for Inhibitors of Inflammasome Signaling: IL-1-beta AlphaLISA Primary Screen. activity change, % at 57.5 µM. actives 4.7% (n = 360,000). THP-1 LPS/ATP IL-1B secretion, AlphaLISA, 16 h; hits give low values; in the data active = activity change below about -50%; inconclusive = mostly about -30% to -49%; note: % is set by controls: 0 for no effect and ±100 for the full control effect
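THP-1 cells pretreated 1 hr with compounds (up to 57.5 uM final), then stimulated with LPS (250 ng/mL final) plus ATP (1.25 mM final); secreted IL-1B measured by AlphaLISA after 16 hr, decreased signal indicating inhibition.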
An asterisk follows results filed as active; i = inactive; ? = inconclusive; . = not tested or not shown; & = joins results of further samples; [ ] = another dose, or the depositor's remark. Unless noted, calls come from the whole dose curve; as a rule, active = well fitted curve in the direction sought with a large enough effect; inconclusive = small, poorly fitted or top-dose-only effect, or another doubt; inactive = no such curve, though single readings can be large; an effect the other way counts as inactive or inconclusive. Rows are unselected, and some 8.8% of all compounds hit somewhere here.

entry	SMILES	ATXN viability	ATXN2 expr inh	TGFb inhibitor	HepG2 tox	Nrf2 block	Nrf2 ARE act	A549 tox	MCF10A rereplic	IL-1B inflam inh
1	O=C(O)Cc1coc(-c2ccc(F)cc2)n1	i	-3%	-6%	-10%	-11%	-0.7%	-1%	?	-2
2	CNS(=O)(=O)c1ccc(CCC(=O)N2CCN(c3ccccc3OC)CC2)cc1	i	-5%	?	-5%	-23%	-1.0%	-3%	-6%	-1
3	Cc1nc(N2CCN(C)CC2)c2sc(=S)n(C)c2n1	i	6%	-1%	-22%	-7%	2.1%	7%	0%	-7
4	CN(C1CCCCC1)S(=O)(=O)c1cccc(C#N)c1	i	-7%	18%	-9%	-8%	-0.4%	8%	20%	19
5	CCOCCCNC(=O)C(c1ccc(Cl)cc1)N(Cc1cccs1)C(=O)CNC(C)=O (stereo unspecified)	i	-3%	9%	-4%	0%	-0.1%	-1%	4%	1
6	COc1ccc(CCNC(=O)c2ccc(NS(=O)(=O)c3ccc4[nH]c(=O)[nH]c4c3)cc2)cc1OC	i	0%	12%	0%	14%	0.0%	8%	1%	i
7	Cc1cc(C)c2nc(NNC(=O)c3cc(=O)c4ccccc4o3)sc2c1	i	8%	?	-56%	17%	3.7%	-16%	?	-12
8	COCCn1nnnc1C(c1cccc(OC)c1OC)N1CCN(C2CCCCC2)CC1 (stereo unspecified)	i	-6%	6%	-28%	.	-0.4%	0%	0%	-12
9	Cc1ccc(C)c(/C=C/C(=O)c2ccccc(=O)c2O)c1	?	18µM*	?	-70%	23µM*	?	?	18µM*	-64*
10	CCCCn1c(N)c(N(CCOC)C(=O)CSc2nnc(-c3ccc(C(C)(C)C)cc3)n2N)c(=O)[nH]c1=O	i	-3%	10%	2%	4%	1.5%	2%	3%	3
11	OCCN1CCN(C(=S)NCCc2ccccc2)CC1	i	22%	0%	-50%	16%	-0.3%	-1%	-36%[inhibitor]	12
12	OC[C@@H](O)[C@@H](O[C@@H]1O[C@H](CO)[C@H](O)[C@H](O)[C@H]1O)[C@H](O)[C@@H](O)CO	i	5%&4%	2%	2%	25%	-0.5%	-3%	2%	35
13	Cc1onc(NC(=O)NC(=O)c2c(F)cccc2Cl)c1Br	i	-9%	9%	7%	2%	3.0%	1%	-3%	-11
14	CSC1=NC(C)(C)C=C(/C=C/c2c(Cl)cccc2Cl)N1	i	8%	20%	-2%	-23%	?	4%	?	-97*
15	Cc1ccc(S(=O)(=O)N2CCOCC2)s1	i	10%	9%	2%	-6%	-0.9%	1%	8%	3
16	COc1ccc(CN2C(=O)c3ccccc3C2C(=O)NCCc2ccccc2)c(OC)c1 (stereo unspecified)	?	6%&-3%	-21%&-9%	-14%&-19%	9%&5%	3.6%&0.9%	-8%&-9%	0%	?
17	Cc1ccc(NC(=O)C(OC(=O)c2cc(C)oc2C)c2ccccc2)cc1 (stereo unspecified)	i	9%	?	3%	-5%	0.0%	2%	?	-11
18	CCN1CCN(C(=O)c2ccc(Cl)c(S(=O)(=O)N(C)c3ccccc3)c2)CC1	i	-2%	-3%	-10%	-4%	-0.4%	2%	-8%	0
19	O=C(Cn1c(NCCO)nc2ccccc21)c1ccco1	i	0%	23%	-18%	8%	-0.2%	-5%	-5%	6
20	Cc1ccccc1NC(=O)N1CCC(C(=O)c2ccc(F)cc2)CC1	i	-15%	1%	-15%	-12%	-0.3%	8%	9%	?

Shown as a hit in IL-1B inflam inh (from the list above):
| no. | Structure | TGFb inhibitor | Nrf2 ARE act | IL-1B inflam inh |
| --- | --- | --- | --- | --- |
| 9 | Cc1ccc(C)c(/C=C/C(=O)c2ccccc(=O)c2O)c1 | ? | ? | -64* |
| 14 | CSC1=NC(C)(C)C=C(/C=C/c2c(Cl)cccc2Cl)N1 | 20% | ? | -97* |

The listing continues:
entry	SMILES	ATXN viability	ATXN2 expr inh	TGFb inhibitor	HepG2 tox	Nrf2 block	Nrf2 ARE act	A549 tox	MCF10A rereplic	IL-1B inflam inh
21	CCN(CC)S(=O)(=O)c1cccc(NC(=O)COC(=O)c2cc(C)oc2C)c1	i	0%	-10%	-2%	-23%	-0.2%	-11%	-3%	16
22	CCS(=O)(=O)C1=NN2C(=N)/C(=C\c3ccc(OC(=O)c4ccco4)cc3)C(=O)N=C2S1	i	.	12%	16%	15%	-0.1%	11%	-1%	10
23	CC(C)n1c(-c2ccc(N(C)C)cc2)nc2ccccc21	?	52%[activator]	?	-53%&-35%	27%	2.4%	-4%&-1%	5%	-13
24	CC(C)CCNC(=O)CCCn1c(=O)[nH]c2ccc(Br)cc2c1=O	i	0%	-18%	-25%	-27%	0.0%	-16%	1%	15
25	Fc1ccc(Oc2nc(-c3ccccn3)nc3ccccc23)cc1	i	-23%	?	-10%	-1%	?	-5%	?	.
26	COc1ccc(OC)c(NC(=O)CSC2=Nc3ccccc3C3=NC(CC(=O)NCc4ccco4)C(=O)N23)c1 (stereo unspecified)	.	.	?	-3%	.	4.3%	0%	.	.
27	Fc1ccc(-c2n[nH]c(=S)n2Cc2ccccc2)cc1	i	-14%	0%	-10%	3%	-1.7%	7%	10%	28
28	Cc1c(Cl)cccc1NC(=O)CCS(=O)(=O)c1ccc2c(c1)CC(C)N2C(=O)C1CC1 (stereo unspecified)	.	.	1%	-3%	-18%	0.3%	-7%	.	.
29	Cc1ccc(C)c(NC(=S)NC2CC3CCCC(C2)N3CC(C)C)c1 (stereo unspecified)	i	-11%	0%	-9%	12%	-0.4%	7%	10%	-7
30	O=C(Nc1cccc(C(=O)OCc2cc(=O)n3nc(C4CC4)sc3n2)c1)c1ccccc1	i	-6%	7%	1%	.	2.8%	1%	.	.
31	CN(C)S(=O)(=O)c1cccc(C(=O)NCCOC(=O)c2cc(F)c(F)cc2Cl)c1	i	-18%	11%	-4%	-5%	0.1%	-6%	0%	32
32	CCS(=O)(=O)N1CCC(C(=O)NCCCN2CCC(Cc3ccccc3)CC2)CC1	i	2%	-1%	-16%	5%	-0.4%	?	-7%	1
33	O=C(O/N=C\c1ccc(N2CCOCC2)c([N+](=O)[O-])c1)c1ccccc1Cl	i	-2%	12%	6%	0%	-0.3%	-7%	9%	6
34	CCOc1cc2c(cc1C(C)(C)C)NC(=O)CS2	i	-18%	?	-30%	.	2.4%	-1%	?	13
35	c1ccc(CSc2nnc(-c3ccco3)o2)cc1	i	16%	-1%	3%	?	3.3%	0%	23%	-9
36	O=C(CCC(=O)c1cccs1)NNC(=O)c1cccc(Cl)c1	i	-22%	-2%	-2%	6%	2.5%	10%	2%	22
37	Cc1ccc(NC(=O)C2CC(=O)Nc3nc4ccccc4n32)c(C)c1 (stereo unspecified)	i	-4%	-14%	0%	0%	2.8%	1%	-19%	-1
38	CCn1ncc([C@@H]2C[C@H]3CN(Cc4cccc(Cl)c4)C(=O)[C@]34CCCN24)c1C	i	1%	6%	-2%	1%	0.7%	1%	24%	?
39	COc1ccc(-c2cc(C(=O)NC3CCCC3)c3ccccc3n2)cc1	?	.	5%	-17%	6%	3.5%	7%	4%	13
40	COc1ccc(OCc2nnnn2-c2ccccc2)cc1	i	0%	-3%	3%	-29%	-0.4%	?	16%	-10
41	CC(C(=O)O)n1ncc2ccccc2c1=O (stereo unspecified)	i	-6%	-4%	-6%	4%	-0.4%	1%	3%	-10
42	CCOC(=O)c1c(C)oc2c1c(CN1CCN(C(=O)OCC)CC1)c(O)c1ccccc12	?	-1%	?	-43%	10%	26%	4%	?	?
43	Cc1ccccc1NC(=O)C(=O)NCCc1c[nH]c2ccccc12	i	-27%	-1%	-8%	-10%	3.1%	-8%	1%	-9
44	C/C(=N/NC(=O)CNC(=O)Cc1ccc(Cl)cc1)c1ccco1	i	-2%	-5%	4%	-23%	15%	-1%	-7%	.
45	O=C1CCCC2=C1C(c1ccccc1O)C1=C(CCCC1=O)O2	i	5%	3%	0%	-15%	13%	-3%	-7%	6
46	Cc1ccc(S(=O)(=O)N2CCN(Cc3nc4sc(C)c(C)c4c(=O)[nH]3)CC2)cc1	i	-9%	0%	-4%	?	-0.2%	0%	4%	31
47	COC(=O)C1=C(C)N(C2CCCC2)C(=O)C1(NC(C)=O)C(F)(F)F (stereo unspecified)	i	7%	-2%	1%	.	-0.7%	1%	1%	2

Grouped by structure, those above with a thiophene ring, fused or not
entry	SMILES	ATXN viability	ATXN2 expr inh	TGFb inhibitor	HepG2 tox	Nrf2 block	Nrf2 ARE act	A549 tox	MCF10A rereplic	IL-1B inflam inh
5	CCOCCCNC(=O)C(c1ccc(Cl)cc1)N(Cc1cccs1)C(=O)CNC(C)=O (stereo unspecified)	i	-3%	9%	-4%	0%	-0.1%	-1%	4%	1
15	Cc1ccc(S(=O)(=O)N2CCOCC2)s1	i	10%	9%	2%	-6%	-0.9%	1%	8%	3
36	O=C(CCC(=O)c1cccs1)NNC(=O)c1cccc(Cl)c1	i	-22%	-2%	-2%	6%	2.5%	10%	2%	22
46	Cc1ccc(S(=O)(=O)N2CCN(Cc3nc4sc(C)c(C)c4c(=O)[nH]3)CC2)cc1	i	-9%	0%	-4%	?	-0.2%	0%	4%	31
